VIM-2 inhibitor: VIM-2 metallo-beta-lactamase inhibitors, primary screen, biochemical, epi-absorbance readout, Pseudomonas aeruginosa enzyme. purified VIM-2, nitrocefin hydrolysis, epi-absorbance fluorescence. inhibition, % at 5.6 µM. 0.89% of 290,000 active;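 active = inhibition above the mean of all tested compounds plus 3 SD, cutoff set per screening run, cut at about 7.5% in these data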;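 note: red hydrolysis product quenches plate fluorescence so inhibitors raise well fluorescence; 0% = enzyme with DMSO and 100% = DMSO without enzyme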
DNA FID counter: compounds displacing fluorescent DNA intercalator, primary screen, artefact control for HCV NS3 helicase inhibitor project, biochemical, FID fluorescence. DNA fluorescent intercalator displacement. 0.17% of 290,000 active. AID 1845, 2009. inhibition, % at 7.9 µM; in the data active = inhibition above about 37%;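 note: 0% = vehicle and 100% = reference compound; higher means more ethidium bromide displaced from hairpin DNA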
IDE cell activ: human IDE activators in live cells, primary screen, fluorescence polarization, HEK cells, FAbeta-B substrate. FAbeta-B cleavage; 0% vehicle, 100% cell-free pure enzyme wells. Insulin-degrading enzyme (Homo sapiens), P14735. 0.073% of 340,000 active. activation, % at 5.96 µM;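 active = activation above the mean of all tested compounds plus 3 SD, set per screening campaign, cut at about 17% in these data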
MEKK3 PB1 HTS: modulators of MEKK3-MEK5 PB1 binding, primary screen, biochemical, wildtype MEKK3, multiplex bead flow cytometry, Alexa488-MEK5. bead-based flow cytometry, Alexa488-MEK5 binding to MEKK3; actives lie on both sides; 0 = blocked by unlabeled MEK5, 100 = vehicle. Mitogen-activated protein kinase kinase kinase 3 (Homo sapiens), Q99759. 1.4% of 290,000 active. binding response (% of control), % at 10 µM;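 active = binding response more than 3 SD above or below the average of its plate-row segment, actives on both sides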;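 note: Alexa488 bead fluorescence after subtracting the streptavidin-only scavenger bead signal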
Target sequence (Q99759 whole entry, looked up): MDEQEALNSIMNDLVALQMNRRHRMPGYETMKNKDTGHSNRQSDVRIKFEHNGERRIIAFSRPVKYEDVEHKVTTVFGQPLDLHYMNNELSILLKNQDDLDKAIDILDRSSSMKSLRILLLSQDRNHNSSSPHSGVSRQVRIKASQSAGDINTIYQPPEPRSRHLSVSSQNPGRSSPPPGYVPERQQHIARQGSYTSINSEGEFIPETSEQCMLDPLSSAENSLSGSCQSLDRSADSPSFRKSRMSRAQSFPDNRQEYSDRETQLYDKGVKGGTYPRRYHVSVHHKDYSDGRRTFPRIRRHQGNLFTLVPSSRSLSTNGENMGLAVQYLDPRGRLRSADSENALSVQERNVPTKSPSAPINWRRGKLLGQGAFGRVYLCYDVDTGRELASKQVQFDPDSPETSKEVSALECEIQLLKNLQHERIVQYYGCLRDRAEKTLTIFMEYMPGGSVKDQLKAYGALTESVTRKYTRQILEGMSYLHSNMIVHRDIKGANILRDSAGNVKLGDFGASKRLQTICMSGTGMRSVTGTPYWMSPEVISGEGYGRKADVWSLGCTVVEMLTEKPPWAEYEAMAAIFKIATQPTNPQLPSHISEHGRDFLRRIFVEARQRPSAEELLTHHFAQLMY
HCV NS3 hel inh: inhibitors of HCV NS3 helicase, primary screen, biochemical, Cy5 molecular beacon fluorescence. NS3 helicase DNA unwinding. inhibition, % at 10.9 µM. AID 1800, 2009. 0.56% of 290,000 active;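 active = inhibition above the mean of all tested compounds plus 3 SD, set per campaign, cut at about 35% in these data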;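 note: 0% = DMSO wells and 100% = thioflavine S control wells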
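Control set: DMSO versus 110 µM thioflavine S; Material: NS3 helicase fragment of HCV; Measured by: Cy5 fluorescence at 0 and 60 min, beacon hairpin quenching; Read-out basis: percent inhibition from t60/t0 fluorescence ratio; Times: reaction time 60 min, 25 °C; Repeats: single replicate; Compound dosing: single dose, 10.9 µM nominal final, DMSO 0.8% final.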
p-CIP stab down: p/CIP-EGFP fusion destabilizers, primary screen, fluorescence, F442A cells. Q05BA5. 16 h. decrease of EGFP signal, % at 10 µM. 0.01% of 290,000 active. AID 1984, 2009;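 active = EGFP signal decrease of at least 30% at 10 µM or well 3 SD below plate mean, unless failing retest; inactive = the rest, including hits failing retest or dose response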; note: some compounds called inactive have numbers as strong as hits; many of its hits are not listed in these tables
IMP-1 inh: IMP-1 metallo-beta-lactamase inhibitors, primary screen, biochemical, epi-absorbance readout, Pseudomonas aeruginosa enzyme | metallo-beta-lactamase IMP-1 (Pseudomonas aeruginosa) | purified IMP-1, nitrocefin hydrolysis, epi-absorbance fluorescence | inhibition, % at 5.6 µM | 0.45% of 290,000 active;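 active = inhibition above the mean plus 3 SD of all compounds in the same screening run, cut at about 4.5% in these data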;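 note: 0% = IMP-1 with DMSO and 100% = DMSO wells lacking enzyme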
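Test system: recombinant IMP-1 enzyme, purified / Medium: HEPES buffer pH 7.1 with ZnSO4 and Brij 35 / Doses: single dose, 5.6 µM / Times: 25 °C, 15 min preincubation, 25 min reaction / Detection: Epi-absorbance via hydrolysed-nitrocefin quenching of white-plate fluorescence, 480/530 nm, EDTA stop / Evaluation: percent inhibition from optical density relative to buffer-blank wells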
SUMO HTRF inh: inhibitors of in vitro SUMOylation cascade, primary screen, biochemical, HTRF, uHTS. HTRF SUMOylation assay, SAE1/SAE2 + UBC9. inhibition, % at 35 µM. 0.36% of 290,000 active. AID 2006, 2009; in the data active = inhibition above about 50%, passing the limit was not always enough; note: strong numbers were not always called active
Target sequence (P63279 whole entry, looked up): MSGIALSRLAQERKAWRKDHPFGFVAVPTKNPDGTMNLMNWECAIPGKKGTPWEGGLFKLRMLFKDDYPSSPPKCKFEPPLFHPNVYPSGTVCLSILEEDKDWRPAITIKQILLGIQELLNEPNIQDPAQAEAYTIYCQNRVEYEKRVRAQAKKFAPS
PHOSPHO1 inh: PubChem AID 1565 | 1.1% of 290,000 active | inhibition, % at 13.3 µM | recombinant PHOSPHO1, absorbance phosphatase assay; in the data active = inhibition above about 60%
Target sequence (Q8TCT1 whole entry, looked up): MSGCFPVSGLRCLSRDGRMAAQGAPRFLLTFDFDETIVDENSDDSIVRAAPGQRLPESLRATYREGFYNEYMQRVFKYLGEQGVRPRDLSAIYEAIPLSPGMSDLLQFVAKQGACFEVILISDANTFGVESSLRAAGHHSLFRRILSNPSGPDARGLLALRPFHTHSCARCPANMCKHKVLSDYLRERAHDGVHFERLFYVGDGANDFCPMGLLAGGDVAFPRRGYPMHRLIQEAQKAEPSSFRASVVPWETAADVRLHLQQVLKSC
* hit, by the source's call; . = no result given.

mol,p-CIP stab down,HCV NS3 hel inh,MEKK3 PB1 HTS,VIM-2 inhibitor,SUMO HTRF inh,PHOSPHO1 inh,IMP-1 inh,IDE cell activ,DNA FID counter
CNC(=O)c1c(O)c2cccc3c2n(c1=O)CC3,.,-8,89,-2.8,.,.,-4.5,5,1
CC1=C([N+](=O)[O-])C(c2ccc3c(c2)OCO3)N(C)C(=O)N1C (stereo unspecified),-3,0,104,-3.7,4,29,-2.8,3,-1
Cc1ccnc(NS(=O)(=O)c2ccc(NC(=O)Cc3ccc(Cl)cc3)cc2)n1,4,-4,106,-0.7,11,48,-1.1,1,-16
O=C(Cn1c(=O)n(CCC(=O)N2CCc3ccccc3C2)c(=O)c2ccccc21)NCC1CCCO1 (stereo unspecified),-6,2,103,-4.1,14,-18,-0.6,-2,-26
O=C(CN1CCN(c2ccccn2)CC1)N1CCc2ccccc21,-6,7,98,1.6,2,-11,-3.4,1,-13
CCOC(=O)N1CCC(N2Cc3cccc(C(=O)Nc4cccc(F)c4)c3C2=O)CC1,1,0,103,-2.9,-1,-3,-2.1,2,1
NC(=O)NC(=O)COC(=O)CCSc1ccccc1,2,-3,96,-1.9,-2,-6,-1.9,6,6
COc1ccc(CC(=O)N/N=C/c2cccn2-c2ccc([N+](=O)[O-])cc2)cc1OC,-3,14,108,-3.2,10,4,1.6,3,-22
NC(=O)C1CCN(c2ccc([N+](=O)[O-])cc2Cl)CC1,-5,6,96,0.1,7,1,1.4,4,7
CN(C)CCCN(Cc1cc2cc3c(cc2[nH]c1=O)OCCO3)C(=O)NC1CCCCC1,2,-2,100,-4.3,21,43,-3.7,5,-2
COc1ccc(N2CCN(C(=O)CCNC(=O)c3ccccc3)CC2)cc1,-15,9,103,-3.0,2,30,-2.0,-1,-7
O=C1c2ccccc2C(O)N1c1ccccc1 (stereo unspecified),9,-7,103,1.6,-7,.,-0.4,5,-3
CC(=O)OC[C@H]1O[C@@H](n2ncc(=O)[nH]c2=O)[C@H](OC(C)=O)[C@@H]1OC(C)=O,-8,1,98,-1.4,-2,16,-2.3,.,2
O=C(NC1CCCCC1)C1CCCN1C(=O)NCc1ccccc1 (stereo unspecified),-5,-6,112,-2.2,6,42,-1.3,0,-1
CCc1ccc(-n2cccc2/C=C2/C(=N)N3C(=NC2=O)SN=C3S(C)(=O)=O)cc1,-20,21,122,-3.0,50,32,-0.2,1,-24
CCOc1cc(-n2cnnn2)c(OCC)cc1NC(=O)c1cc2ccc(N(CC)CC)cc2oc1=O,.,-1,.,-0.2,.,.,-0.7,.,0
Cc1cc(C)n(-c2nc(NCC3CCCO3)c3c4c(sc3n2)COC(C)(C)C4)n1 (stereo unspecified),4,-7,100,2.6,3,16,-4.1,.,-28
CCN1C(=NCCc2cccnc2)N[C@@H](c2ccccc2)C(C(=O)OC)=C1C,13,6,97,-2.6,4,-32,-3.8,8,10
COC(=O)CCC(=O)Nc1cc(S(=O)(=O)Nc2ccc(Cl)cc2)ccc1N1CCOCC1,-3,1,92,-0.3,17,-66,-1.4,-3,-23
O=C(NC1CCCCCCC1)c1ccccc1-c1ccccc1,1,-3,104,-2.0,-8,-3,-0.7,4,-28
CC(NS(=O)(=O)c1ccc(OCC(=O)N2CCOCC2)c(Cl)c1)c1ccccc1 (stereo unspecified),-18,2,95,-3.0,15,-14,-4.2,2,-19
CS(=O)(=O)c1nc(S(=O)(=O)c2ccc(Cl)cc2)c(N2CCOCC2)s1,5,8,101,-2.2,7,42,-2.8,3,-19
CCNC(=O)COC(=O)CCC(=O)c1cccs1,-28,5,102,-5.7,16,-12,-2.7,-2,3
COC(=O)c1ccc(-c2noc(CN3CCCC(CNC(C)=O)C3)n2)cc1 (stereo unspecified),-13,-9,99,-3.7,10,21,-0.7,-1,-15
O=C(NCCCO)C12CC3CC(CC(C3)C1)C2,.,5,101,0.4,.,.,-3.5,5,-4
CCCOc1ccc(-c2c(C(=O)N/N=C(\C)c3cccs3)nnn2-c2nonc2N)cc1,1,-4,101,-1.7,24,22,-3.6,5,-10
CC(=C/c1ccco1)/C=N/NC(=O)CSc1nnc(SCc2ccc(C)cc2)s1,-1,20,106,-2.6,14,6,-5.9,-1,-17
CCc1nc2ccccc2c(=O)n1NC(=O)c1c(O)c2ccccc2n(CC)c1=O,0,9,96,-5.0,7,24,-3.4,5,-4
C=CCNC(=S)N1CCN(C2CCCCC2)CC1,-12,10,89,-2.4,2,38,-2.1,2,0
CC1CCN(CC(=O)Nc2ccccc2C#N)CC1,-11,9,104,-0.3,-13,18,-2.8,-3,0
Cc1ccc(N(C(=O)c2csnn2)C(C(=O)NC2CCCCC2)c2ccccn2)cc1 (stereo unspecified),-9,-3,102,-3.3,6,47,-1.6,-4,-36
Cc1cc(NCc2ccco2)nc2cc(O)ccc12,2,8,108,-3.2,10,2,-3.8,-3,1
CCN(CC)C(=O)c1ccc(/C=C/c2c[nH]c3ccccc23)[n+](C)c1,-29,-2,98,5.7,-12,-13,4.8*,-23,-2
CC(C(=O)Nc1ccccc1C(F)(F)F)N1CCN(C)CC1 (stereo unspecified),-6,-4,102,-2.2,-1,39,-2.1,4,4
COc1ccccc1NC(=O)c1ccc(CSc2ccccc2)o1,-9,-9,105,0.7,12,32,-1.9,0,-24
COC(=O)c1[nH]c2ccccc2c1NS(=O)(=O)c1ccc(OC)cc1OC,4,-1,102,-3.2,-4,4,-4.9,3,-2
O=C(O)c1ccc(-n2c(/C=C/c3ccccc3)nc3ccccc3c2=O)cc1,-23,9,108,-1.0,6,-7,-2.4,-3,-16
COc1ccc(C(=O)N/C(=C\c2ccccc2)C(=O)NCc2cccnc2)cc1,-7,-2,99,-2.2,13,23,-2.4,5,-10
Cc1ccnc(NCn2nnc3ccccc32)c1,5,3,83,1.5,-18,-20,-1.9,3,1
O=C(N/N=C/c1ccc([N+](=O)[O-])o1)C(=O)Nc1ccc(C(=O)O)cc1,7,-1,102,-1.4,12,-1,-2.9,4,-5
CCN1CCN(CC(=O)Nc2ccc(N(C)C)cc2)CC1,-6,3,99,-2.5,10,.,-0.8,-2,1
CCCCCCCN(C(=O)CCl)c1ccccc1C,-5,11,101,-2.5,-4,-1,-4.5,0,0
CCN(CC(=O)N1CCCCCC1)S(=O)(=O)c1ccc(C)cc1,6,-2,99,-1.6,-6,.,-2.1,3,-13
CCOC(=O)C(=O)Nc1ncc(Cl)s1,0,6,109,-1.2,-1,8,-3.8,2,2
CCn1ncc(Br)c1C(=O)Nc1ccccc1C(=O)OC,.,2,67,-0.2,.,.,-2.5,2,-12
O=C(NCc1ccc2c(c1)OCO2)c1ccc(C2SCC(=O)N2Cc2ccco2)cc1 (stereo unspecified),-2,0,67,-4.4,30,-20,-3.1,1,-24
COC(=O)c1ccc(NC(=O)CSc2nc(=O)cc(N)n2-c2ccccc2)cc1,4,15,116,-3.5,2,-17,-1.1,-1,-12
Cc1c(NC(=O)c2ccc(N(Cc3ccccc3)S(C)(=O)=O)cc2)c(=O)n(-c2ccccc2)n1C,-5,7,93,-0.7,24,37,-3.3,-5,-24
COc1ccc(CCNCc2csc3nc4ccccc4n23)cc1OC,-5,-11,116,-0.3,-6,22,2.8,-1,-6
CC(C)C(=O)NCc1cc(-c2ccc(Cl)cc2)no1,-13,6,102,-3.4,23,32,-5.6,-1,0
CCOC(=O)c1cnc2ccc(OC)cc2c1NCCc1ccc(OC)c(OC)c1,2,1,104,-5.9,-1,3,-2.4,5,-7
O=C(c1n[nH]c2c1CCCC2)n1ccnc1,-4,5,104,-3.8,17,-10,-2.3,.,0
COc1ccc(C)cc1S(=O)(=O)N1CCN(C(=O)c2ncoc2-c2ccccc2F)CC1,-12,10,101,-3.2,-1,32,-2.9,-1,-36
CC(=O)Nc1nc(=S)ss1,-14,-1,105,-1.9,-8,79*,-1.4,4,6
S=C(NCCc1ccccn1)Nc1ccccc1Cl,-9,7,103,-3.8,-5,21,-4.0,2,0
O=C(COc1ccc(Br)cc1)Nc1ccncc1,-6,-5,102,-1.1,11,-6,-1.3,-1,-2

Two records picked at random from the list so far:
mol,p-CIP stab down,HCV NS3 hel inh,MEKK3 PB1 HTS,VIM-2 inhibitor,SUMO HTRF inh,PHOSPHO1 inh,IMP-1 inh,IDE cell activ,DNA FID counter
S=C(NCCc1ccccn1)Nc1ccccc1Cl,-9,7,103,-3.8,-5,21,-4.0,2,0
COc1ccc(CCNCc2csc3nc4ccccc4n23)cc1OC,-5,-11,116,-0.3,-6,22,2.8,-1,-6

The list continues.
mol,p-CIP stab down,HCV NS3 hel inh,MEKK3 PB1 HTS,VIM-2 inhibitor,SUMO HTRF inh,PHOSPHO1 inh,IMP-1 inh,IDE cell activ,DNA FID counter
Cc1ccc(C(=O)NCc2ccccn2)c(Cl)c1,-2,12,91,-4.7,-2,8,-2.6,4,-5
CC(C)Oc1ccc(CC2CCC(=O)N(C)C2=O)cc1 (stereo unspecified),3,1,101,-6.3,-6,-19,-5.0,4,-17
C/C(=N\NC(=O)COc1ccc(C)cc1[N+](=O)[O-])c1cccs1,0,-6,114,1.5,1,40,-2.5,5,6
NC(=O)c1nsc(C(=O)N(c2cccc(F)c2)C(C(=O)NCC2CCCO2)c2c[nH]c3ccccc23)c1N (stereo unspecified),1,-34,101,-2.3,-15,2,-3.8,1,-37
COc1cc(/C=C(/C#N)c2ccccc2)ccc1Oc1ccc([N+](=O)[O-])cn1,5,0,106,-1.8,4,10,-2.5,3,-1
C/C(=N\Nc1nccnc1Cl)c1ccc(Cl)c(Cl)c1,1,-1,101,-3.5,-13,29,-3.3,5,-11
O=C(CN1C(=O)COc2ccccc21)N1CCc2ccccc21,-6,14,106,-1.9,-14,13,-4.2,-1,-10
COc1ccc(-c2nn(-c3ccccc3)cc2/C=N/N=C(N)N)cc1OC,-3,-66,110,3.7,7,-12,-3.3,-1,12
COc1ccc(N(C(=O)c2snc(C(N)=O)c2N)C(C(=O)NCc2ccccc2)c2ccc(O)cc2)cc1OC (stereo unspecified),10,-27,98,-1.6,-1,10,-5.1,2,-28
C/C(=N/Nc1ccccc1[N+](=O)[O-])c1ccc([N+](=O)[O-])cc1,0,-6,103,-1.6,6,20,-5.4,4,2

Bioassay records as filed in PubChem.

These rows are one share of the data; rates above refer to the full screens.
